Assay outcomes as filed in PubChem BioAssay.
F508del corr – F508del CFTR correction, initial screen, CFBE line, single point; activity (quench increase), % at 7.58 µM; CFBE cells, YFP halide quenching; stimulated with forskolin plus potentiator P3; % fluorescence drop versus neutral controls; AID 720511, 2013; actives 0.36% (n = 350,000);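 active means mean added fluorescence quench of at least 8% versus neutral control, with both replicates also reaching 8%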;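 further: cells transiently co-express mutant CFTR-F508del with the halide-sensitive YFP; corrector assay measuring rescue of mutant channel to the surface after 24 h compound exposure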
GSIS activator – GLuc luminescence reporter in INS-1E cells, primary screen for activators of glucose-dependent secretion of insulin | activation, % at 16.6 µM | actives 0.61% (n = 370,000) | INS-1E GLuc reporter insulin secretion, 2-3 h;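 active means lowest replicate activation of at least 40%, so every replicate reaches that level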;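 further: 0% = median of neutral control wells and 100% = median of IBMX positive control wells; some compounds called inactive have numbers as strong as hits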
* hit, by the source's call. A portion of the library, so the mix of outcomes need not match the whole.

entry | smiles | F508del corr | GSIS activator
1 | COc1ccc2c3c([nH]c2c1)[C@H](CO)N(C(=O)NC(C)C)CC31CCN(C(=O)c2cccnc2)CC1 | 0.7 | 10.1
2 | CC12CC3(C)CC(C)(C1)CC(C(=O)NC(=S)N1CCOCC1)(C2)C3 | -0.9 | -7.0
3 | O=C(C[C@@H]1C[C@@H]2c3cc(NC(=O)NC4CCCCC4)ccc3O[C@@H]2[C@H](CO)O1)NCCc1ccccc1 | 0.3 | 17.9
4 | COc1ccc2c3c(n(C)c2c1)[C@H](CO)N(Cc1ccccc1)CC31CN(C(=O)Nc2cccc(F)c2)C1 | -2.9 | -5.3
5 | O=C(NC1CCC1)[C@@H]1[C@@H](CO)[C@@H]2Cn3c(ccc(-c4ccc(F)cc4)c3=O)[C@H]1N2Cc1cocn1 | 0.2 | -0.9
6 | CCN1CCCC1CNC(=O)C1CCN(C(=O)c2cc3sccc3n2Cc2ccc(F)cc2)CC1 (centres undefined) | -5.0 | -11.2
7 | COc1ccccc1C(=O)NCCCN1CCCC1=O | 0.6 | 42.0
8 | O=C(Cn1cc(C(=O)C(F)(F)F)c2ccccc21)NCc1ccco1 | 1.1 | -5.9
9 | COc1ccc2c3c(n(C)c2c1)[C@H](CO)N(C(=O)c1ccc(F)cc1)CC31CCN(CC2CCOCC2)CC1 | -2.6 | -2.5
10 | COc1ccccc1CC(NC(C)=O)C(=O)NC1CCN(C(=O)Nc2ccccc2Cl)CC1 (centres undefined) | 2.8 | 10.8
11 | O=C(CCc1nnc(COc2ccccc2)o1)NCCc1cccs1 | 2.1 | -0.9
12 | NC(=O)[C@@H]1CCCN1Cc1nc(-c2cccs2)no1 | 2.9 | 0.8
13 | CCCCn1c(N)c(N(CC(C)C)C(=O)C2CCN(S(=O)(=O)c3ccccc3)CC2)c(=O)[nH]c1=O | 0.7 | -1.7
14 | COC(=O)[C@@]12C[C@@H](CC(=O)NCCCCc3ccccc3)C(=O)N(CCc3ccc(OC)c(OC)c3)C1=CCC(C)(C)C2 | -2.3 | -18.5
15 | Cn1c(N)c(C(=O)COC(=O)CCC2CCCCC2)c(=O)n(C)c1=O | -4.4 | -9.7
16 | COc1ccc2c3c(n(C)c2c1)[C@H](CO)N(C(=O)Cc1ccccn1)CC31CN(CC2CCOCC2)C1 | 1.4 | 6.7
17 | CC(C)N(C(=O)Cn1cc(SCC(N)=O)c2ccccc21)C(C)C | -1.5 | 0.2
18 | COc1cc(/C=c2\s/c(=C\C(=O)C(C)(C)C)[nH]c2=O)cc(OC)c1OC | -1.7 | -24.3
19 | Cc1nc(-c2ccccc2)cn2c1nc1ccccc12 | 1.7 | 6.1
20 | CC(=O)NC[C@H]1[C@@H](c2ccc(C#C[C@@H](C)O)cc2)[C@@H](CO)N1Cc1ccccn1 | 0.3 | 1.5

entry | smiles | F508del corr | GSIS activator
21 | COc1cccc(CN2CCC3(CC2)CN(S(C)(=O)=O)[C@H](CO)c2[nH]c4cc(OC)ccc4c23)c1 | 6.6 | -11.5
22 | CCS(=O)(=O)C1C(=O)N(C)C(S(=O)(=O)CC)C(=O)N1C (centres undefined) | -0.5 | -4.2
23 | [O-]C(=C(C(=S)Nc1cccc2ccccc12)[n+]1cccc(CO)c1)c1ccc(Cl)s1 | -4.0 | -13.4
24 | O=C(COc1ccc(Br)cc1)Nc1ccccc1N1CCCC1 | -2.7 | 5.0
25 | CCC(C)NC(=O)Nc1ccc(Br)cc1 (centres undefined) | -3.0 | 1.5
26 | Cn1c(SCC(=O)Nc2cccc(S(=O)(=O)NC3=NCCCCC3)c2)nnc1-c1ccccc1 | -2.4 | -1.3
27 | Cc1ccc(S(=O)(=O)N(Cc2ccc([N+](=O)[O-])cc2)C(=O)N2CCN(C)CC2)cc1 | -0.2 | 33.2
28 | CCOc1ccc(S(=O)(=O)Nc2ccc(C(=O)NCCCN3CCOCC3)cc2)cc1 | -8.8 | 4.6
29 | COc1ccc2c3c(n(C)c2c1)[C@@H](CO)N(S(C)(=O)=O)CC31CCN(CC2CC2)CC1 | -0.5 | 12.1
30 | CC(C)CNC(=O)C1C(=O)Nc2ccccc2C(=O)N1C(C)(C)C (centres undefined) | -2.6 | 37.5
31 | COc1ccc2c3c([nH]c2c1)[C@@H](CO)N(C(=O)c1ccc(F)cc1)CC31CN(C(=O)Nc2cccc(F)c2)C1 | 4.7 | -27.3
32 | Cc1cc2nc(C3CCN(C(=S)NCC(C)C)CC3)[nH]c2cc1C | 0.8 | -7.0
33 | CC(=O)Nc1sc(/C(C#N)=C/c2ccc(Cl)c(Cl)c2)nc1-c1ccc(C)cc1 | 1.7 | -2.2
34 | CCOC(=O)C1(Cc2ccccc2C)CCCN(Cc2cc(OC)c(O)c(OC)c2)C1 (centres undefined) | 2.3 | -7.0
35 | Cc1[nH]ncc1N=Cc1ccc([N+](=O)[O-])cc1 | 0.0 | -9.3
36 | CC(C)Cn1c(N)c(C(=O)COC(=O)c2cccnc2Cl)c(=O)n(C)c1=O | -1.6 | -19.8
37 | CCC(=O)N1[C@@H](CO)[C@H](c2ccccc2)C12CN(C(=O)NC1CCCC1)C2 | -1.4 | 19.3
38 | Cc1sc2ncnc(OCc3nnc(-c4cccs4)o3)c2c1C | 0.0 | 6.5
39 | CCC(CC)NC(=O)c1cccc(Oc2ccccc2)c1 | -1.8 | -13.7
40 | O=C(c1cccc(F)c1)N1CCN(c2ccc([N+](=O)[O-])c3cccnc23)CC1 | -1.4 | -4.3

entry | smiles | F508del corr | GSIS activator
41 | O=C(C[C@H]1C[C@@H]2c3cc(NC(=O)NC4CCCCC4)ccc3O[C@@H]2[C@H](CO)O1)NCCc1ccccc1 | -1.6 | 3.1
42 | Cc1ccsc1C(=O)N1CCCC(CCC(=O)NCc2ccccc2F)C1 (centres undefined) | -1.6 | 1.6
43 | Nc1nc(SCC(=O)Nc2cccnc2Cl)n[nH]1 | -2.4 | -3.9
44 | CCCCOc1ccc(S(=O)(=O)N2CCN(c3ccc(N4CCN(CC)CC4)nn3)CC2)cc1 | -6.9 | -11.8
45 | Cc1cc(NC(=O)COC(=O)C2=COCCO2)c([N+](=O)[O-])cc1C | 0.8 | 11.6
46 | Cc1cc(=O)n2[nH]c(-c3cccnc3)nc2n1 | -1.8 | 7.5
47 | O=c1c(Br)c(N2CCCCC2)cnn1-c1ccccc1 | -0.7 | 4.3
48 | Cc1cc(/C([O-])=C(/C(=S)Nc2ccc(F)cc2)[n+]2ccccc2)c(C)n1Cc1ccccc1Cl | -2.0 | -3.4
49 | OC(CNCc1ccc(Cl)cc1)C(F)(F)F (centres undefined) | -1.0 | 1.5
50 | CCc1ccc(N2C=C(C(=O)OC)C(c3ccccc3F)C(C#N)=C2N)cc1 (centres undefined) | -1.5 | -5.3
51 | O=C1CNC(=O)/C1=C\N1CCCCC1 | 1.7 | 19.1
52 | COc1ccc(NC(=O)N2CCCC(CNS(=O)(=O)c3cccs3)C2)c(C)c1 (centres undefined) | -3.1 | -3.5
53 | COc1ccc2c3c(n(C)c2c1)[C@@H](CO)N(C(=O)Nc1ccc(F)cc1)CC31CN(C(=O)Nc2c(C)noc2C)C1 | -0.5 | -6.5
54 | COc1cccc(S(=O)(=O)N2CC3(CN(C(=O)Nc4cccc(F)c4)[C@H](CO)c4[nH]c5cc(OC)ccc5c43)C2)c1 | -1.8 | -13.0
55 | CCn1nnc(NC(=O)c2ccc([N+](=O)[O-])o2)n1 | 0.5 | -10.6
56 | CCN(C[C@H]1[C@@H](c2ccc(-c3ccccc3)cc2)[C@@H](CO)N1C(C)=O)C(C)=O | 3.3 | 2.6
57 | CNC(=O)c1c(NC(NC(=O)c2ccco2)C(=O)c2ccc(Cl)cc2)sc2c1CCCC2 (centres undefined) | -5.5 | -10.2
58 | CCC(=O)N1[C@H](C(=O)NCCCN(C)C)[C@@H](CO)[C@@H]2Cn3c(ccc(-c4ccccc4F)c3=O)[C@@H]21 | -0.3 | 11.5
59 | O=C(CSc1nncn1-c1ccccc1)NC1CCCc2ccccc21 (centres undefined) | 3.6 | -5.5
60 | NC(=O)COC(=O)c1c2c(nc3ccccc13)CCCC2 | -4.4 | 30.6

entry | smiles | F508del corr | GSIS activator
61 | NS(=O)(=O)c1ccc(CNC(=O)/C=C/c2c(F)cccc2Cl)cc1 | 3.8 | 7.1
62 | COc1cc(CN2CC3(CN(C(=O)NC(C)C)C3)c3c(n(C)c4cc(OC)ccc34)[C@@H]2CO)cc(OC)c1 | 0.8 | 26.2
63 | Cn1cc(CN2CCCCC2c2ccccn2)c(-c2ccc3c(c2)OCCO3)n1 (centres undefined) | -2.0 | -0.6
64 | Cc1nn2c(-c3cccc(NC(=O)CN4CCOCC4)c3)nnc2c2ccccc12 | 1.3 | 15.5
65 | COc1ccc2c3c([nH]c2c1)[C@@H](CO)N(C(=O)C1CC1)CC31CN(Cc2nccs2)C1 | 2.2 | 9.9
66 | Nc1nc(-c2ccccc2)c(C(=O)Nc2ccccc2)s1 | 0.5 | 22.8
67 | CCCNC(=O)N1CC2(CN(C(=O)C3CC3)C2)c2c([nH]c3cc(OC)ccc23)[C@@H]1CO | -0.3 | 9.7
68 | O=C(c1cc2ccccc2o1)N1CCCC1 | -2.6 | 14.4
69 | COc1ccc(C(CCN(Cc2ccc(OC)c(OC)c2)C(C)=O)c2ccccc2)cc1 (centres undefined) | 1.1 | -14.0
70 | CN(C)CC(C)(C)CNC(=O)c1cc(Br)cc(Br)c1O | 0.5 | -14.9
71 | O=C(O)CCCCn1c(SCc2ccccc2Cl)nc2ccsc2c1=O | -0.8 | -0.9
72 | CC(=O)c1nn(-c2ccccc2)cc1C(=O)c1ccc(Br)cc1 | 5.1 | 7.2
73 | O=C1NC[C@H](Cc2ccc(O)cc2)N(C[C@@H]2CCCN2C[C@H](Cc2ccccc2)N2C[C@H](Cc3ccccc3)N(CC3CCCCCC3)C(=O)C2=O)C1=O | 0.6 | -43.2
74 | COc1ccc2c3c(n(C)c2c1)[C@@H](CO)N(C(=O)NC1CCCCC1)CC31CN(C)C1 | 0.3 | 14.7
75 | COC(=O)c1ccccc1NC(=O)Nc1ccc(Cl)cn1 | -2.2 | 7.0
76 | COc1ccc2c3c(n(C)c2c1)[C@H](CO)N(C(=O)C1CCC1)CC31CN(C(=O)CN(C)C)C1 | -3.8 | -6.2
77 | COc1ccc(CN2CC3(C2)CN(C(=O)CN(C)C)[C@H](CO)c2[nH]c4cc(OC)ccc4c23)cc1 | -0.9 | 36.0
78 | NC(=O)c1cccnc1Nc1ccccc1Cl | 2.0 | 2.7
79 | COc1ccc2c3c(n(C)c2c1)[C@H](CO)N(CC1CCCCC1)CC31CCN(C(C)=O)CC1 | 3.6 | -16.5
80 | O=C(O)c1cc([N+](=O)[O-])ccc1Oc1ccccc1 | 3.3 | 12.4

entry | smiles | F508del corr | GSIS activator
81 | COc1ccc2c3c(n(C)c2c1)[C@@H](CO)N(C(=O)C1CCC1)CC31CCN(C(=O)CN(C)C)CC1 | -2.8 | -2.6
82 | COC(=O)c1cc(N=CC2=C(O)CC(C)(C)CC2=O)cc(C(=O)OC)c1 | 3.9 | -7.6
83 | Cc1ccc(-n2ncc3c(SCc4ccccn4)ncnc32)c(C)c1 | -0.7 | -26.2
84 | CC(CSc1nnnn1-c1ccccc1)Cn1c(N2CCN(C)CC2)nc2c1c(=O)[nH]c(=O)n2C (centres undefined) | -0.2 | 1.8
85 | CN(Cc1ccc(Cl)c(Cl)c1)C(C(=O)NCc1ccccc1)c1ccc(C(F)(F)F)cc1 (centres undefined) | 2.3 | 13.3
86 | Cc1cc2nc(-c3cccnc3SCC(=O)NC3CC3)[nH]c2cc1C | -1.2 | 1.4
87 | CCOc1cc(CNC)ccc1OCC(=O)NC(C)(C)C | 1.8 | 4.1
88 | COc1ccc2c3c([nH]c2c1)[C@H](CO)N(C(=O)Nc1ccc(F)cc1)CC31CN(S(=O)(=O)c2cccc(F)c2)C1 | -1.1 | 12.0
89 | CCCCC[C@@H](C)N1C[C@@H](COCc2ccccc2)Oc2cc(N3CC[C@H](N(C)C)C3)ccc2S1(=O)=O | 0.6 | 262.9
90 | COc1c(C)cc(NC(=O)c2ccc3c(c2)NC(=O)CO3)cc1C | -3.7 | 10.4
91 | Cn1nnnc1SCC(=O)Nc1ccc(N2CCOCC2)cc1 | 2.1 | 11.0
92 | CCOC(=O)C1(CCc2ccccc2)CCN(Cc2c(O)cccc2OC)CC1 | -1.7 | -27.0
93 | CCc1ccc(NC(=S)N(CCN2CCOCC2)Cc2ccccc2F)cc1 | 1.1 | -19.1
94 | CC(C)(C)C(=O)Cn1nc(Cl)nc1Cl | 0.1 | 3.5
95 | Cc1c(C(=O)N2CCCCC2C)sc2ncnc(N3CCc4ccccc4C3)c12 (centres undefined) | -0.9 | -9.0
96 | CN(C)/C=C(\C#N)C(=O)N/N=C/c1ccccc1 | -3.0 | 3.3
97 | O=C(NCCc1ccccc1F)/C(=C/c1cccnc1)NC(=O)c1ccccc1 | -0.9 | -0.6
98 | COc1ccc2c3c([nH]c2c1)[C@H](CO)N(C(=O)C1CCC1)CC31CCN(C(=O)c2ccncc2)CC1 | 3.8 | -0.5
99 | COC(=O)[C@]12CCCCC=C1N(Cc1ccccc1)C(=O)[C@H](CC(=O)N1CCC(c3ccccc3)CC1)C2 | -1.2 | -23.8
100 | O=C(COC(=O)c1ccccc1)NCCC1=CCCCC1 | -2.0 | 4.0

Shown with values under each structure: part of the list above.
Below each SMILES – F508del corr | GSIS activator
84	CC(CSc1nnnn1-c1ccccc1)Cn1c(N2CCN(C)CC2)nc2c1c(=O)[nH]c(=O)n2C (centres undefined)
→ -0.2 | 1.8
85	CN(Cc1ccc(Cl)c(Cl)c1)C(C(=O)NCc1ccccc1)c1ccc(C(F)(F)F)cc1 (centres undefined)
→ 2.3 | 13.3
86	Cc1cc2nc(-c3cccnc3SCC(=O)NC3CC3)[nH]c2cc1C
→ -1.2 | 1.4
87	CCOc1cc(CNC)ccc1OCC(=O)NC(C)(C)C
→ 1.8 | 4.1
88	COc1ccc2c3c([nH]c2c1)[C@H](CO)N(C(=O)Nc1ccc(F)cc1)CC31CN(S(=O)(=O)c2cccc(F)c2)C1
→ -1.1 | 12.0
